# High-throughput results from PubChem.
# TNF death inh – inhibitors of TNF-alpha triggered necroptosis, primary screen, cell-based, Jurkat FADD-/-, single concentration; Jurkat FADD-/- TNF necroptosis rescue, ATP luminescence, 24 h; 0 = TNF only, 100 = no-TNF cells; activation (protection from cell death), % at 10 µM; hit rate 0.068% among 220,000;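 active means activation, meaning protection from cell death, of at least 50% relative to plate controls; inactive means activation below 50%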;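 further: necroptosis triggered by 40 ng/mL TNF-alpha added together with compound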
# FXIIa inh – human FXIIa protease inhibitors, primary screen, biochemical, 1536-well; Coagulation factor XII (Homo sapiens), P00748; purified FXIIa, Boc-QGR-AMC fluorogenic substrate, 2 h; inhibition, % at 5 µM; hit rate 0.3% among 220,000; in the data active means inhibition above about 40%;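 further: 0% = enzyme with no compound and 100% = blank without enzyme; many of its hits are not listed in these tables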
# Rad51 HR inh – human RAD51 strand exchange inhibitors, primary screen, biochemical, fluorescence | DNA repair protein RAD51 homolog 1 (Homo sapiens), Q06609 | hRad51 DNA strand exchange, fluorescence dequenching | inhibition, % at 10 µM | hit rate 0.085% among 200,000;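 active means inhibition above 40% at the single screening dose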;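 further: 0% = DMSO control wells and 100% = blanks with heterologous ssDNA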
#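 Material: hRad51 filaments on single-stranded DNA; Reagent: Donor/quencher-labelled 47-bp dsDNA substrate; Compound: 10 µM final, single point; Schedule: 37 °C 15-min filament assembly, 30-min compound preincubation, 15-min exchange; Technique: FRET fluorescence, excitation 485 nm, emission 520 nm; Benchmarks: control wells and blank wells on each plate.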
# Cl transport mod – KCC2 cotransporter modulators, thallium flux, primary screen, cell-based, HEK293 KCC2, FluoZin-2 fluorescence, MLSMR. Solute carrier family 12 member 5 (Homo sapiens), Q9H2X9. KCC2 cells, thallium flux FluoZin-2 fluorescence. B-score of Tl+ flux slope (higher = more flux/activation; lower = inhibition) at 10 µM. hit rate 2.2% among 190,000;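 active means thallium flux slope and its plate-corrected score both differing from the plate sample mean at a set confidence after two filtering rounds, in either direction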;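 further: slope of fluorescence scaled to starting intensity during 10 to 20 s after thallium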
# Target sequence (Q9H2X9 whole entry, looked up): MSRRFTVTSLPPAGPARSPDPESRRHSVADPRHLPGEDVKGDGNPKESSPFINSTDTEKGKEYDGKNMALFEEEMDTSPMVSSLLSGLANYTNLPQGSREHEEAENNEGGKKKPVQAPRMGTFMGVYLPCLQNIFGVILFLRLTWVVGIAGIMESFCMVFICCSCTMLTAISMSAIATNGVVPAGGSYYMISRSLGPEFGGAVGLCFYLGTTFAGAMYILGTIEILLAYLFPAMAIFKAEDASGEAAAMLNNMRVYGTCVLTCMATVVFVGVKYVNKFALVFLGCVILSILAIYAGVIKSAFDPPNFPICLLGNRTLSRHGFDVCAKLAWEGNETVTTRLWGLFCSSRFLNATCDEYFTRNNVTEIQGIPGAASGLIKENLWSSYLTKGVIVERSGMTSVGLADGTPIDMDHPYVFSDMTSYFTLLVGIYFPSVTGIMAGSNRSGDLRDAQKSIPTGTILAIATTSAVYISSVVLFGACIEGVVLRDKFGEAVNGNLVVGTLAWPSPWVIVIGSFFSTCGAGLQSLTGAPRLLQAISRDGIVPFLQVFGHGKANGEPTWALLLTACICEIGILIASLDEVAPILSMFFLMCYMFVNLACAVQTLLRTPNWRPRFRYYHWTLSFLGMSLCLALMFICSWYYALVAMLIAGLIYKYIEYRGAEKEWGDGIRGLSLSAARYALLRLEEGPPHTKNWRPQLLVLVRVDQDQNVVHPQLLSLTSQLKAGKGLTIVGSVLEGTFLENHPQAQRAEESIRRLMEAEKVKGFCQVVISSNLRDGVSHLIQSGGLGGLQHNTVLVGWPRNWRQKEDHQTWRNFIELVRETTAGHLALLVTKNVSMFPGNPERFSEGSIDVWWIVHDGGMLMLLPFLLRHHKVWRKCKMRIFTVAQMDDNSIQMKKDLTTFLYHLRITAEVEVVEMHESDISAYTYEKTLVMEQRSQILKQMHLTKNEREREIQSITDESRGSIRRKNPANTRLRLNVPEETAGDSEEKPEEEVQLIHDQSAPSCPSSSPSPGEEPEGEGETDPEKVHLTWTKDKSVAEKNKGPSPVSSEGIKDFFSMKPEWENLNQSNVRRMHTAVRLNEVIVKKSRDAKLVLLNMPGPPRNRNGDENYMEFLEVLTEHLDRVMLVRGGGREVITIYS
# Hck-Nef inh – inhibitors of Nef-activated human Hck kinase, primary screen, biochemical, Z-Lyte FRET, 384-well, Hck-YEEI. hit rate 0.68% among 220,000. inhibition, % at 20 µM. Recombinant Hck-YEEI plus Nef, Z-Lyte FRET kinase assay;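 active means Hck-Nef kinase inhibition above about 50%, limit read from the data; inactive means inhibition below that limit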;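 further: 0% = DMSO with Hck plus Nef and 100% = Hck alone without Nef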
# KLK5 inh – human KLK5 protease inhibitors, primary screen, biochemical, 1536-well; Kallikrein-5 (Homo sapiens), Q9Y337; hit rate 0.59% among 210,000; recombinant hK5, fluorogenic AMC substrate cleavage; inhibition, % at 5 µM;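 active means inhibition of 40% or more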;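 further: 0% = enzyme controls without compound and 100% = no-enzyme blanks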
# FXIa inh – human FXIa protease inhibitors, primary screen, biochemical, 1536-well; hit rate 0.14% among 220,000; inhibition, % at 5 µM; purified FXIa, Boc-Glu-Ala-Arg-AMC fluorogenic substrate;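 active means inhibition of at least 40%; inactive means inhibition below 40%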;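 further: fluorescence of freed AMC excited at 355 nm; 0% = enzyme without compound and 100% = no enzyme blank; many of its hits are not listed in these tables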
# Thrombin inh – human alpha-thrombin inhibitors, primary screen, counter-screen for coagulation protease inhibitor project, biochemical, 1536-well, fluorogenic AMC substrate; Boc-VPR-AMC fluorogenic substrate cleavage; inhibition, % at 5 µM; hit rate 0.26% among 220,000;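 active means inhibition at or above 40%; inactive means inhibition below 40%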;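 further: 0% = enzyme with no compound and 100% = wells without enzyme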
#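 System – human alpha-thrombin protein · Reagent – Boc-VPR-AMC substrate, 15 µM final · Compound – 5 µM single dose in 0.2% DMSO · Schedule – reaction at room temperature · Technique – AMC fluorescence at 355 nm excitation and 460 nm emission · Read-out basis – % inhibition relative to enzyme controls and enzyme-free blanks · Control set – no-compound enzyme wells and no-enzyme blanks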
# L929 necroptosis – inhibitors of zVAD-triggered necroptosis, primary screen, L929 cells; viability rescue, % at 10 µM; hit rate 0.38% among 220,000; AID 1377, 2008; L929 zVAD necroptosis rescue, ATP luminescence, 24 h; with zVAD 60 µM;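 active means activation, scaled between plate controls, above about 75%, limit read from the data; inactive means activation under that limit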;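 further: 0% = zVAD with DMSO and 100% = DMSO alone without zVAD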
# An asterisk follows results filed as active; / = not tested or not shown.
SMILES,TNF death inh,FXIIa inh,Rad51 HR inh,Cl transport mod,Hck-Nef inh,KLK5 inh,FXIa inh,Thrombin inh,L929 necroptosis
Cc1csc(CN(C)C(=O)CC2C(=O)NCCN2Cc2ccc(-c3ccccc3)cc2)n1 (stereo unspecified),0.2,6.4,0.1,-0.347,21.2,2.2,-2.1,10.3,1.0
CC(=O)c1c(NCCc2ccccc2)nc(=S)n(-c2ccccc2)c1C,0.3,10.0,-5.8,-0.319,1.5,0.3,-6.4,-15.9,-1.3
Cc1ccc(O)c(C(=O)c2cnn(C(=O)COc3ccc(Cl)cc3)c2)c1,-3.8,7.9,-1.8,-0.831,13.3,-21.2,0.1,-14.6,0.6
CC12CS(=O)(=O)CC1SC(=S)N2Cc1ccccc1 (stereo unspecified),0.3,9.0,20.8,1.55,-5.8,-3.7,-2.4,3.1,0.0
CCN(Cc1ccncc1)C(=O)c1ccccc1NS(=O)(=O)c1ccc(F)cc1,0.7,9.8,6.1,-0.865,20.9,1.9,4.4,-9.0,1.7
CC(CN1CCCCC1)OC(=O)c1ccccc1Cl (stereo unspecified),0.2,16.6,0.8,/,-0.2,-10.3,3.0,1.2,0.0
O=C(C1CC1c1ccccc1)N1CCN(c2cccc(Cl)c2)CC1 (stereo unspecified),-0.3,11.9,-0.5,-0.939,2.4,2.4,-0.1,3.2,0.0
CCOCc1[nH]c(=S)[nH]c(=O)c1Cc1ccc(OC(C)C)cc1,-0.2,3.9,-3.5,1.37,27.7,-3.5,-3.9,-4.1,3.0
CC1(C)C2CC=C(/C=N/n3cnnc3)C1C2 (stereo unspecified),0.3,48.7*,7.9,/,0.1,3.1,16.7,1.8,0.6
N#CC1=C(N)Oc2cc(Nc3ccccc3)ccc2C1c1ccncc1 (stereo unspecified),-15.7,4.6,-7.1,/,5.4,3.6,-0.6,-0.3,-0.4
O=C(NCCCn1ccnc1)c1cccc(S(=O)(=O)NCc2ccccc2)c1,-1.2,5.7,4.5,0.412,25.1,4.6,-3.0,-9.7,0.8
CCN(CC)c1ccc(NC(=O)CN2CCN(c3ccccc3F)CC2)cc1,1.5,8.5,-0.8,/,1.3,-8.9,-3.5,-4.7,7.1
CCOc1ccc(C(=O)CCC(=O)O)cc1,-1.4,6.3,1.9,0.0527,-1.0,3.0,-0.8,-2.2,0.3
CCN(C(=O)CN1CC(C)OC(C)C1)c1c(N)n(Cc2ccccc2)c(=O)[nH]c1=O (stereo unspecified),-0.3,7.7,11.6,-0.823,24.4,3.1,0.8,12.8,3.7
S=c1[nH]nc(Cn2c(-c3ccccn3)nc3ccccc32)n1-c1ccc2c(c1)OCCO2,1.4,0.4,20.7,-0.18,-4.3,-0.5,0.2,0.3,1.3
Cc1ccc(-c2nnc(-n3nnc4ccccc43)c3ccccc23)cc1,-1.5,11.1,-4.9,-0.574,-1.3,-13.8,5.9,0.1,-0.3
COC(=O)C1=CNC=C(C(=O)OC)C1c1ccc(Cl)cc1,-4.7,-16.3,0.5,/,32.0,-13.9,-15.3,-3.1,-0.5
COC(=O)c1cc(NC(=O)C2(S(=O)(=O)c3ccc(C)cc3)CC2)cc(C(=O)OC)c1,-0.9,9.8,-5.4,0.257,2.2,-13.8,2.8,1.3,1.7
Cc1cc(NC(=O)Nc2cccc(Cl)c2)n(-c2ccccc2)n1,4.4,1.8,6.2,-1.32,16.7,7.4,3.2,-3.4,7.7
O=C(NCc1nnc(SCC(=O)N2CCc3ccccc32)o1)c1cccs1,0.5,0.4,-3.1,-0.49,19.9,-5.5,-1.1,-9.2,0.0
O=C1N=c2ccccc2=C1c1sc(=S)n(CC2CCCO2)c1O (stereo unspecified),-8.5,14.3,-0.9,0.528,1.0,-0.6,1.9,4.0,-0.7
Cc1ccc2nc(NC(=O)Cn3cc4c(n3)CCCCC4)sc2c1,0.6,15.5,1.0,-2.86*,13.0,-13.8,9.8,-2.6,1.1
CC(C)C(=O)Nc1cccc(NC(=O)c2ccc([N+](=O)[O-])cc2Cl)c1,3.3,5.4,1.0,-0.0111,-0.4,-4.1,2.6,-3.2,1.9
Cn1cnnc1SCC(=O)Nc1ccc(Br)cc1F,0.8,-2.4,-1.6,0.455,1.7,-23.0,0.9,-8.5,-0.1
O=C(CNC(=O)c1ccccc1Cl)OCC(=O)N1CCc2ccccc21,1.7,6.9,18.7,-2.94,15.5,19.1,3.3,0.4,-0.2
COc1cccc(-c2csc(NNC(=O)c3cccs3)n2)c1,-1.7,8.8,-8.1,-2.11,4.6,-3.1,2.8,2.7,0.4
Cc1nn(Cc2ccc(F)cc2)c2sc(C(=O)Nc3ccc(N4CCOCC4)cc3N3CCOCC3)cc12,0.4,1.7,/,-1.33,17.9,-4.3,-3.3,-1.8,0.1
COCCNc1nc(SCC(=O)N2CCN(c3ccccc3)CC2)nc2ccccc12,-0.6,19.4,7.1,-0.299,2.0,-8.8,7.4,4.3,0.7
CCOC(=O)C1=C(C)N(C)C(=O)NC1c1cc2c(cc1Br)OCO2 (stereo unspecified),0.1,9.2,3.9,/,1.0,6.7,-4.4,0.9,0.3
Cc1ccccc1C(=O)NC(CC(C)C)C(=O)Nc1ccc(S(N)(=O)=O)cc1 (stereo unspecified),0.3,6.6,10.9,1.49,29.1,-1.9,-2.6,-11.6,2.2
COc1cc(/C=N/NC(=S)NCC2CCCO2)cc(OC)c1OC (stereo unspecified),3.8,1.7,2.3,0.0897,0.2,-1.4,-1.2,-2.1,0.9
CCOC(=O)c1c(NC(=O)CSc2nnc(-c3ccco3)o2)sc(C(C)=O)c1C,-5.8,18.5,-5.8,-0.986,2.5,-0.4,0.2,-1.5,1.1
Cc1c(C(=O)N2CCN(c3ccccn3)CC2)sc2ncnc(N3CCN(c4ccccc4)CC3)c12,-2.5,/,0.0,0.212,0.0,/,/,/,-0.1
Cc1ccc(-c2cc(-c3ccccc3Cl)c(C#N)c(N)n2)o1,-1.1,7.3,-13.9,0.345,16.8,-31.5,1.6,0.8,-0.1
CCOC(=O)c1cnc(N2CCN(C(=O)OCC)CC2)[nH]c1=O,1.8,-3.3,7.8,0.219,21.6,-5.8,-4.2,-9.8,1.7
Nc1nc(SCC(=O)N2CCCc3ccccc32)[nH]c(=O)c1-c1ccccc1,0.2,3.7,-1.1,0.61,0.0,13.8,3.2,19.9,-0.2

# Compounds above with fluorine, in the order listed:
SMILES,TNF death inh,FXIIa inh,Rad51 HR inh,Cl transport mod,Hck-Nef inh,KLK5 inh,FXIa inh,Thrombin inh,L929 necroptosis
CCN(Cc1ccncc1)C(=O)c1ccccc1NS(=O)(=O)c1ccc(F)cc1,0.7,9.8,6.1,-0.865,20.9,1.9,4.4,-9.0,1.7
CCN(CC)c1ccc(NC(=O)CN2CCN(c3ccccc3F)CC2)cc1,1.5,8.5,-0.8,/,1.3,-8.9,-3.5,-4.7,7.1
Cn1cnnc1SCC(=O)Nc1ccc(Br)cc1F,0.8,-2.4,-1.6,0.455,1.7,-23.0,0.9,-8.5,-0.1
Cc1nn(Cc2ccc(F)cc2)c2sc(C(=O)Nc3ccc(N4CCOCC4)cc3N3CCOCC3)cc12,0.4,1.7,/,-1.33,17.9,-4.3,-3.3,-1.8,0.1

# The listing continues.
SMILES,TNF death inh,FXIIa inh,Rad51 HR inh,Cl transport mod,Hck-Nef inh,KLK5 inh,FXIa inh,Thrombin inh,L929 necroptosis
C#CCOCCOCCOCCNc1nc(N2CCN(C(=O)[C@H](Cc3cc4ccccc4[nH]3)n3cc([C@@H](N)Cc4ccc(O)cc4)nn3)CC2)nc(N2CCN(C(=O)[C@H](Cc3cc4ccccc4[nH]3)n3cc([C@@H](N)CC(C)C)nn3)CC2)n1,9.0,4.7,/,-0.00176,-41.8,-1.2,-1.3,-1.6,-0.1
O=S(=O)(c1ccc(Cl)c(Cl)c1)N1CCc2nc3ccccc3n2CC1,-1.1,-14.8,/,/,-0.4,-17.9,3.3,-4.0,0.5
FC(F)(F)c1cccc(NC(=S)NCCN2CCOCC2)c1,-1.5,25.8,2.5,0.791,2.3,-3.2,20.7,-2.6,-0.1
CCOC(=O)CCCCC(=O)c1[nH]c(=O)[nH]c1CSCCO,0.8,15.7,3.1,/,1.0,-18.3,2.2,-11.1,0.3
CCOC(=O)c1ccc2c(c1)N(CC(=O)N1CCCC1)C(=O)C(C)(C)O2,-4.8,5.1,11.4,-1.3,0.2,-3.8,-3.8,-7.1,-0.4
Cc1cccc(-n2nnc(C(=O)N3CCc4ccccc4C3)c2N)c1,2.3,1.3,3.6,-1.87,4.9,-15.8,-2.8,-5.9,0.6
Cc1nc(CN2CCC(c3ccccc3)CC2)cc(=O)[nH]1,0.0,7.3,22.1,0.00548,6.1,-3.9,-2.6,1.0,0.1
CC1CN(c2nc3c(c(=O)[nH]c(=O)n3C)n2Cc2ccccc2F)CC(C)O1 (stereo unspecified),-2.6,10.9,-3.0,-0.577,0.3,5.0,6.6,2.1,1.2
CCOC(=O)C1=C(C)NC(=O)NC1c1ccc(OCC(=O)OC)c(OC)c1 (stereo unspecified),1.2,-0.1,-3.5,-0.0143,-13.9,-1.9,-4.0,-6.0,0.5
O=C(Cc1ccccc1)Nc1nnc(-c2ccco2)o1,2.0,4.0,-7.8,-1.16,12.6,-8.9,-3.2,-12.1,2.2
Cc1ccc(/C=C/C(=O)O)cc1S(=O)(=O)NCCCO,-2.7,-4.5,3.1,/,0.4,-15.6,-14.4,6.4,-0.1
COC(=O)c1cc(NS(=O)(=O)c2ccc(Cl)c(N3C(=O)c4ccc(C(=O)O)cc4C3=O)c2)cc(C(=O)OC)c1,1.9,7.3,-26.3,0.0801,19.6,2.5,1.5,0.5,-0.4

# Quoted at random: 3 compounds from above.
SMILES,TNF death inh,FXIIa inh,Rad51 HR inh,Cl transport mod,Hck-Nef inh,KLK5 inh,FXIa inh,Thrombin inh,L929 necroptosis
C#CCOCCOCCOCCNc1nc(N2CCN(C(=O)[C@H](Cc3cc4ccccc4[nH]3)n3cc([C@@H](N)Cc4ccc(O)cc4)nn3)CC2)nc(N2CCN(C(=O)[C@H](Cc3cc4ccccc4[nH]3)n3cc([C@@H](N)CC(C)C)nn3)CC2)n1,9.0,4.7,/,-0.00176,-41.8,-1.2,-1.3,-1.6,-0.1
CCOC(=O)c1ccc2c(c1)N(CC(=O)N1CCCC1)C(=O)C(C)(C)O2,-4.8,5.1,11.4,-1.3,0.2,-3.8,-3.8,-7.1,-0.4
Cc1ccc(/C=C/C(=O)O)cc1S(=O)(=O)NCCCO,-2.7,-4.5,3.1,/,0.4,-15.6,-14.4,6.4,-0.1

# This is a subset (hit frequency here may not be typical).
